SMARCA2 activ: activators of SMARCA2 function; MG213 cells, MMTV-luciferase reporter, dexamethasone, overnight; AID 652017; 1% of 370,000 active; activation, % at 9.1 µM; in the data active = activation above about 7.8%;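 note: 0% = vehicle wells and 100% = reference activator wells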
GAA850 FXN act: frataxin GAA850 promoter activation | HEK293 lucGAA850 FXN promoter luciferase reporter, 24 h; percent of 10 µM SAHA response | activation, % at 6 µM | 0.56% of 360,000 active;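 active = activation above the average of all compounds screened plus 3 SD, cutoff fixed separately per campaign, cut at about 7.5% in these data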;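 note: 0% = DMSO wells and 100% = 10 µM SAHA wells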
DAX1 inh-1: inhibitors of DAX1 repression of SF-1 activated StAR promoter | HEK293T StAR-luciferase reporter, SF-1/DAX-1 repression relief | inhibition, % at 6.8 µM | 1.1% of 370,000 active | AID 652010;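 active = inhibition above the mean over all tested compounds plus 3 SD, cut at about 3.6% in these data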;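 note: 0% = DAX-1 cells with DMSO and 100% = cells lacking DAX-1 with DMSO; higher inhibition means more luminescence from relief of DAX-1 repression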
ssDAF12 agonist: S. stercoralis DAF-12 activation, primary screen. HEK293 ssDAF-12/GRIP1 lit1-tk-luc reporter, luminescence; % of 3 µM dafachronic acid response. activation, % at 6.8 µM. 1% of 370,000 active;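 active = activation above the mean over all tested compounds plus 3 SD, cut at about 0.9% in these data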;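 note: 0% = DMSO-only wells and 100% = 3 µM delta7-dafachronic acid wells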
hcDAF12 agonist: activates DAF-12 receptor from parasite H. contortus; HEK293 hcDAF-12 lit1-tk-luc reporter, luminescence; 0% DMSO, 100% Δ7-dafachronic acid; 1.4% of 370,000 active; AID 652067; activation, % at 6.8 µM;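 active = activation above the mean of all tested compounds plus 3 SD, cut at about 5.5% in these data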;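 note: 100% = response to 3 µM Δ7-dafachronic acid high control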
DAX1 inh-2: NR0B1 (DAX1) inhibition | HEK293 Gal4-DAX1 luciferase reporter, luminescence | inhibition, % at 6.75 µM | 0.99% of 340,000 active | AID 504766;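 active = inhibition above the mean over all tested compounds plus 3 SD, cut at about 4.2% in these data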;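 note: 0% = DAX1-transfected cells with DMSO and 100% = empty-vector control cells with DMSO; inhibition shows as a rise in luminescence from relieved DAX1 repression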
ADAM17 inh: inhibitors of human ADAM17 | P78536 | recombinant ADAM17, EDANS/DABCYL FRET peptide cleavage | inhibition, % at 6.95 µM | 0.83% of 370,000 active | AID 720648;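 active = inhibition above the mean of compounds lying between control limits plus 3 SD, set per campaign, cut at about 8.5% in these data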;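 note: 0% = DMSO-only wells as the low control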
GC-A act: GC-A (human) enzyme activation | P16066 | HEK293 GC-A cells, cGMP TR-FRET, EC30 ANP; 0% at EC30 ANP, 100% saturating ANP | activation, % at 10 µM | 0.14% of 370,000 active; in the data active = activation above about 40%
Target sequence (P16066 whole entry, looked up): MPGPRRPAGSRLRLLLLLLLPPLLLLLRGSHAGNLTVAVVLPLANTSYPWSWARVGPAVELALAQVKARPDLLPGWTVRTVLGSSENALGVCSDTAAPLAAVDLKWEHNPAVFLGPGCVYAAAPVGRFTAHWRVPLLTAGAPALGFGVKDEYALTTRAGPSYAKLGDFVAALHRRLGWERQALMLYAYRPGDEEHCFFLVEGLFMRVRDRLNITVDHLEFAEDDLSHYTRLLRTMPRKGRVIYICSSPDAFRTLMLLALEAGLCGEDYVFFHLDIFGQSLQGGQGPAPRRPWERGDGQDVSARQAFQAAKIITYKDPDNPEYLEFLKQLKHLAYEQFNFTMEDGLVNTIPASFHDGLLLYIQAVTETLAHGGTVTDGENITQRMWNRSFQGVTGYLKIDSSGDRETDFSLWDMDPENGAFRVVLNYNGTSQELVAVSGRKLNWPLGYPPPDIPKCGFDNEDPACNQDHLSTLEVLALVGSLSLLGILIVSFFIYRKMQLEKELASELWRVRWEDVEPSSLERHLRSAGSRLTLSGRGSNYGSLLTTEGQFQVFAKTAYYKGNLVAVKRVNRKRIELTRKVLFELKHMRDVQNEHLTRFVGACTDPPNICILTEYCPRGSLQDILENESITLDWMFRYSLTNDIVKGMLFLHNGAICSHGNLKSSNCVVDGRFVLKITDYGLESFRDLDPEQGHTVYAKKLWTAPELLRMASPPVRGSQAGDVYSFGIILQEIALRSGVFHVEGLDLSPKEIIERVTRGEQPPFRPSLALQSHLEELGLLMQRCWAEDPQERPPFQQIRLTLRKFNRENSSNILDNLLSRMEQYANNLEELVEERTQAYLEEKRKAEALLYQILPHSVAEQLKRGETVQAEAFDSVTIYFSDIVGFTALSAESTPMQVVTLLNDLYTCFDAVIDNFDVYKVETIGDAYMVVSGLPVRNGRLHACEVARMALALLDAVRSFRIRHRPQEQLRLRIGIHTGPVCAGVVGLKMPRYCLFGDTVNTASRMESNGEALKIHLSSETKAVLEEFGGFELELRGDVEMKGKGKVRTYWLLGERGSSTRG
hgDAF12 agonist: activates the H. glycines DAF-12 receptor ligand-binding domain | activation, % at 6.8 µM | HEK293 GAL4-hgDAF12 UAS-luciferase reporter, agonist luminescence; normalized to butyrate control | 1.8% of 370,000 active;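 active = activation above a cutoff set at the mean of all screened compounds plus 3 SD, cut at about 10% in these data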;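 note: 0% = DMSO wells and 100% = sodium butyrate wells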
ADAM10 inh: ADAM10 inhibition, QFRET primary screen | O14672 | recombinant ADAM10, EDANS/DABCYL FRET peptide cleavage, 3 h | inhibition, % at 7 µM | 0.62% of 370,000 active | AID 720582;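 active = inhibition above a per-campaign cutoff equal to the mean of compounds falling between control-based bounds plus 3 SD, cut at about 20% in these data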;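 note: 0% = DMSO wells while the 100% control is not disclosed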
PG9 Ab binder: binds the HIV-1 gp120 antibody PG9 | TR-FRET gp120-PG9 antibody binding | inhibition, % at 6.7 µM | 0.43% of 360,000 active | AID 624416; in the data active = inhibition above about 8.5%
An asterisk follows results filed as active; i = inactive; · = not tested or not shown.

SMILES	SMARCA2 activ	GAA850 FXN act	DAX1 inh-1	ssDAF12 agonist	hcDAF12 agonist	DAX1 inh-2	ADAM17 inh	GC-A act	hgDAF12 agonist	ADAM10 inh	PG9 Ab binder
Cc1ccc(C(=O)C(OC(=O)CCC(=O)Nc2cccc(C)c2)c2ccccc2)cc1 (centres undefined)	-1	-0.3	0.0	-0.1	0.2	4.7*	-1	-4	0.2	5	0.8
CCOc1cc(/C=N/NC(=O)CN2CCOCC2)ccc1OCc1ccccc1	1	0.6	0.3	-1.2	-1.8	1.5	0	3	0.1	-6	-1.8
CCCCCn1c(=O)[nH]c2cc(C(=O)NCc3ccco3)ccc2c1=O	8	-1.3	0.2	-1.0	-0.1	-1.0	-1	-1	0.8	-2	-2.2
O=C(NCCN1CCOCC1)c1cc2cc([N+](=O)[O-])ccc2s1	0	1.3	0.0	-1.4	-1.5	-0.8	-1	12	-1.8	-1	-0.7
Cc1onc(-c2c(Cl)cccc2Cl)c1C(=O)N=C(N)N1CCOCC1	-4	0.0	0.0	-1.7	-0.4	0.8	1	0	-0.9	-3	-0.7
COC(=O)C(NC(=O)C(C)NC(=O)OCc1ccccc1)C(C)C (centres undefined)	-2	0.7	0.6	-1.2	-1.0	0.9	-1	3	-0.1	-2	-1.4
Cc1onc(-c2ccccc2)c1C(=O)Nc1ccc(S(=O)(=O)Nc2nccs2)cc1	-2	-1.6	0.4	-2.0	0.5	1.0	1	4	-0.4	12	0.1
Cn1c(=O)c2c(nc(CN3CCN(c4ccc(F)cc4)CC3)n2Cc2ccccc2F)n(C)c1=O	-4	0.9	0.0	-1.6	-0.7	-0.5	-5	-1	-0.9	-10	1.3
CCOC(=O)N1CCN(S(=O)(=O)c2ccc(OCC(=O)OC)cc2)CC1	-1	2.9	0.0	-1.2	-1.0	0.1	-5	2	1.0	2	1.1
COc1cc(CNCc2ccccc2Cl)ccc1OCC(=O)NC1CCCCC1	-2	-1.1	-2.0	-0.2	-2.4	0.2	-4	-1	-1.9	-8	-1.1
C[C@H]1CN([C@@H](C)CO)S(=O)(=O)c2ccc(C#Cc3ccccn3)cc2O[C@H]1CN(C)Cc1ccc(F)cc1	-3	-2.5	-0.1	-1.3	-0.6	0.5	-4	-1	-3.5	-2	0.5
Cc1ccnc2nc(C(=O)Nc3ccc4c(c3)OCO4)nn12	3	5.5	4.6*	0.3	3.0	0.9	-1	2	9.2	3	-0.7
O=C(NC1CC1)c1ccc(NS(=O)(=O)c2ccc(F)cc2)cc1	3	1.4	1.8	-0.2	0.4	0.3	1	-2	0.6	-4	-2.8
Cc1cc(NC(=O)CCC(=O)N(c2ccccc2F)C(C(=O)NC2CCCC2)c2ccccc2)no1 (centres undefined)	-2	-1.1	-0.1	-0.6	0.2	-1.4	-1	-3	1.7	-3	1.0
O=C(c1ccccc1NS(=O)(=O)c1ccc([N+](=O)[O-])cc1[N+](=O)[O-])N1O[C@@H]2C=C[C@H]1C2	-3	1.4	1.4	-0.1	0.7	0.2	-16	-2	1.3	-60	-0.5
O=C(Nc1ccc(F)cc1Cl)C1CCN(C(=O)Nc2ccccc2)CC1	-2	-1.1	-0.1	-1.2	-1.4	-0.1	-1	1	-1.2	-3	0.1
CCSc1ncnc2c1sc1nc3c(cc12)COC(C)(C)C3	2	4.8	0.6	-0.6	0.3	0.0	-2	4	-0.2	-3	-0.3
COc1ccccc1NC(=O)Nc1nnc(C(C)C)s1	2	6.5	0.9	-0.9	-2.3	1.4	2	1	10	2	-1.2
COc1ccccc1NC(=O)COc1cc(C)nc(C(C)C)n1	0	-2.6	-0.2	-1.0	0.5	1.0	-4	5	-0.1	-2	1.2
CCOC(=O)N1CCN(C(=O)C[C@H]2C(=O)N(Cc3ccc(OC)cc3)C3=CCCC[C@@]32C(=O)OCC)CC1	-2	·	-1.1	-1.3	-2.6	·	-7	-4	-2.3	1	·
COC(=O)C[C@H]1C[C@@H]2c3cc(NC(=O)NC4CCCC4)ccc3O[C@@H]2[C@@H](CO)O1	3	-2.1	0.2	-1.8	1.5	1.7	1	0	1.1	-7	0.8
CN(C(=O)CSc1nc(N)cc(N)n1)C1CCS(=O)(=O)C1 (centres undefined)	-2	-1.9	0.3	-1.0	-0.9	0.3	-3	3	-1.5	-13	1.9
NC(=O)C1=C[C@@H](c2ccc(Br)cc2)C[C@@H](OCCCCO)O1	1	-1.0	-0.6	-1.0	-1.7	0.1	-5	5	-1.0	2	0.0
Cc1nnc(SCC(=O)N(C)c2c(N)n(Cc3ccccc3)c(=O)[nH]c2=O)n1Cc1ccccc1	-2	2.0	0.3	-1.5	-1.4	0.3	-1	2	-1.5	6	-2.0
COc1ccccc1CNC(=O)c1cn(C)c2ccc(S(=O)(=O)N3CCCCC3)cc2c1=O	0	·	0.6	-0.8	0.6	·	0	1	-0.7	-1	-0.1

Shown as a hit in DAX1 inh-2 (from the list above):
| Molecule | SMARCA2 activ | DAX1 inh-1 | ssDAF12 agonist | hcDAF12 agonist | DAX1 inh-2 | ADAM17 inh | GC-A act | ADAM10 inh | PG9 Ab binder |
| --- | --- | --- | --- | --- | --- | --- | --- | --- | --- |
| Cc1ccc(C(=O)C(OC(=O)CCC(=O)Nc2cccc(C)c2)c2ccccc2)cc1 (centres undefined) | -1 | 0.0 | -0.1 | 0.2 | 4.7* | -1 | -4 | 5 | 0.8 |

(cont.)
SMILES	SMARCA2 activ	GAA850 FXN act	DAX1 inh-1	ssDAF12 agonist	hcDAF12 agonist	DAX1 inh-2	ADAM17 inh	GC-A act	hgDAF12 agonist	ADAM10 inh	PG9 Ab binder
CC(NC(=O)c1cccs1)C1CCCO1 (centres undefined)	0	1.1	0.9	-1.2	1.9	0.0	-1	1	-1.5	3	-0.2
Cc1ccc(NC(=O)N2CCCC2C(=O)NCC2CCCCC2)cc1 (centres undefined)	-1	1.4	-0.2	-1.4	2.7	1.0	0	-1	1.0	-1	-0.1
Nc1ccc(SC(F)(F)F)cc1C(=O)c1ccccc1	4	0.3	0.3	-0.8	-1.2	0.2	4	-1	-3.4	12	1.0
N#CCC(=O)N/N=C/c1cccc(Oc2ccccc2)c1	-1	0.5	-0.9	-1.9	-1.9	-0.5	1	2	-5.7	-1	-0.7
O=C(O)CCC(=O)N1CCN(c2ncccc2C(F)(F)F)CC1	-3	0.0	-0.4	-0.8	-1.0	0.3	-4	4	-0.7	-3	0.5
Cn1nc(-c2ccccc2)cc1NC(=O)C1CCCCC1	4	3.5	0.6	-1.1	-1.2	2.5	-1	-1	0.6	5	-2.0
CC(=O)Nc1ccc(NC(=O)C(C)OC(=O)CN(C)S(=O)(=O)c2ccc(Cl)cc2)cc1 (centres undefined)	-6	1.8	1.4	-1.2	-0.7	-0.4	-5	-1	0.5	-2	1.1
CC(Oc1ccc(Cl)cc1Cl)C(=O)N/N=C1\CCCc2ccccc21 (centres undefined)	-3	2.2	-0.7	-0.9	-0.1	0.3	-3	3	2.3	-7	-1.6
CC1CCN(C(=S)SCc2nc(N)nc(Nc3ccccc3)n2)CC1	-3	2.3	-0.2	-0.4	-1.0	2.2	1	0	-0.8	1	0.7
CCCCCCCCn1c(=O)c(C(=O)OC)c(N)c2ccccc21	-5	1.6	-0.4	-0.8	-1.3	·	-2	2	-1.3	-8	-0.4
O=C(NNC(=S)NC(=O)c1ccccc1[N+](=O)[O-])c1ccccc1O	-3	3.4	-0.2	-0.7	0.0	·	-4	0	-3.2	-6	-1.5
O=C(c1ccco1)N1CCN(C(=O)c2cc(=O)[nH]c3ccccc23)CC1	0	2.0	-1.4	-0.6	0.0	-0.2	-23	3	1.2	-93	-1.4
COc1ccc(C2Nc3ccccc3C(=O)N2C2CCCCC2)cc1 (centres undefined)	-2	0.2	-0.4	-0.5	-0.8	-0.8	-410	-33	-2.5	i	0.5
Cc1cc(C)n2nc(CC(=O)NNC(=O)COc3cccc(C)c3C)nc2n1	2	1.2	1.3	-0.8	-0.4	0.0	0	1	1.7	8	-1.4
CCN(c1ccccc1)S(=O)(=O)c1ccc(OCC(F)(F)F)c(NC(=O)c2ccc(=O)[nH]c2)c1	-1	-2.2	-0.5	-1.4	0.2	1.2	-2	-1	-0.2	-17	-1.1
Cc1ccc2[nH]c(=O)c(CN(CC3COCCO3)C(=O)Nc3ccccc3F)cc2c1 (centres undefined)	-1	1.1	-0.1	-1.5	-1.9	-0.7	1	-4	-1.6	-1	0.7
Cc1ccc(S(C)(=O)=O)cc1S(=O)(=O)Nc1cccc(Cl)c1	-3	3.9	-0.5	-1.5	-0.8	1.3	-1	1	0.9	1	2.3
CCOP(=O)(OCC)C(Nc1ccc(C)cc1)c1ccco1 (centres undefined)	0	0.3	-0.3	0.7	-0.2	2.8	4	7	-0.6	3	0.3
CN(CCC1CCOCC1)C(=O)CC1C(=O)NCCN1CC1CCCCC1 (centres undefined)	-1	0.9	0.5	-1.3	-1.8	-1.0	-41	4	0.4	-133	-2.0
CCOC(=O)C1CN(S(=O)(=O)c2ccccc2)CCN1S(=O)(=O)c1ccccc1 (centres undefined)	-1	-0.5	-1.2	-1.6	-1.4	-1.1	1	0	-1.2	-5	1.3
O=C(CN(c1cccc([N+](=O)[O-])c1)S(=O)(=O)c1ccccc1)N1CCCCC1	0	0.2	-0.4	-1.1	-1.1	-0.4	-3	-1	1.1	1	-1.0
O=C(Nc1c(F)cc(F)cc1Br)C1CCCO1 (centres undefined)	-2	0.6	0.4	-1.1	0.2	-0.4	-3	-2	-0.7	-4	-0.5
O=S(=O)(NCCc1ccccc1)c1ccccc1	-2	0.7	-0.7	-0.8	0.1	1.1	0	0	-2.6	7	1.7
c1c(C2CCCCC2)n[nH]c1CN1CCCCC1	5	-1.5	-1.3	-1.1	-1.4	1.4	3	-3	-2.2	1	-0.2
CCC(=O)N1c2ccccc2NC2=C(C(=O)CCC2)C1c1cccnc1 (centres undefined)	0	1.0	-0.5	-0.8	-1.7	-0.1	1	6	-0.1	9	-0.6

The results go on.
SMILES	SMARCA2 activ	GAA850 FXN act	DAX1 inh-1	ssDAF12 agonist	hcDAF12 agonist	DAX1 inh-2	ADAM17 inh	GC-A act	hgDAF12 agonist	ADAM10 inh	PG9 Ab binder
COCCNC(=O)CCc1c(C)nc2nc(-c3cc(OC)cc(OC)c3)nn2c1C	-2	2.8	-0.2	-1.1	-1.3	1.0	-2	0	-3.5	-5	0.2
COc1ccccc1NS(=O)(=O)c1ccc(Cl)c(NC(=S)NC(=O)C2CCCC2)c1	-4	-1.1	0.2	-1.7	-4.2	-1.5	9.9*	-2	-0.1	13	0.3
COc1cc2sc(C)nc2c2ccccc12	0	2.2	0.0	-1.4	-2.1	1.6	2	1	-1.4	10	-0.4
Cc1ccc(CN2CCN(/N=C/c3ccco3)CC2)c(C)c1	-3	2.8	1.4	-0.7	0.5	0.3	5	1	1.3	-5	-0.5
COC(=O)C1=C(C)N=C2SC(C)C(=O)N2C1c1cccs1 (centres undefined)	-4	-0.7	0.7	0.7	-2.0	-0.4	9.6*	-6	0.1	11	0.2
O=C(NCCc1c[nH]c2ccccc12)c1ccc(-n2cnnn2)cc1	3	0.7	-0.2	-1.2	0.8	-0.9	-1	0	0.0	3	-1.2
Cc1c(Br)c([N+](=O)[O-])nn1CCCC(=O)Nc1sc2c(c1C#N)CCC2	2	1.2	-0.3	-1.8	-1.2	-0.2	0	-1	-0.2	6	-2.1
COC(=O)Nc1sc2nc(C)cc(C)c2c1-n1cccc1	-6	-2.5	-1.2	-1.4	0.0	0.1	5	-6	-1.2	2	-2.4
